# Source: PubChem (Sanford-Burnham Center for Chemical Genomics)
# mIAP act: mouse IAP activation | muIAP, CDP-Star luminescence, 30 min; active compounds read high; 1 = vehicle-only enzyme signal, 0 = enzyme-free wells | activation factor at 10 µM | 330,000 tested, 0.24% active | AID 2805;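 active = activation factor of at least 2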; note: the source names both 10 and 20 µM as test concentration; values of inactives mirror those of a sister screen read the other way
#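 System: Mouse IAP enzyme | Also added: CDP-Star substrate | Dosing: Compounds dispensed in DMSO | Schedule: 30 min enzyme-substrate-compound incubation at room temperature | Technique: Chemiluminescence readout | Control set: DMSO-only wells and no-enzyme negative control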
# mIAP block: blocks mouse intestinal alkaline phosphatase; 330,000 tested, 0.2% active; purified mouse IAP, CDP-Star luminescence, 30 min; inhibition, % at 10 µM;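 active = inhibition of at least 40% at 10 µM in the primary screen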;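 note: plate controls were DMSO with enzyme for no effect and no enzyme wells for full effect; values of inactives mirror those of a sister screen read the other way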
# APOBEC3G inh: blocks human APOBEC3G single-stranded DNA deamination; 330,000 tested, 0.28% active; recombinant A3G, ssDNA deamination FAM/TAMRA fluorescence; AID 493012; inhibition, % at 20 µM; Q9HC16;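 active = inhibition of at least 40% at 20 µM, with no more than 30% in the related APOBEC3A deaminase screen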;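 note: plate controls were DMSO wells with A3G for no effect and wells lacking A3G enzyme for full effect; some compounds called inactive have numbers as strong as hits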
# MIN6 prolif: inducers of beta-cell replication in MIN6 cells; MIN6 cells proliferation, ATPlite luminescence, 48 h; cells starved in 0.2% serum; 100% = growth in 10% serum; proliferation, % at 10 µM; 330,000 tested, 0.29% active; AID 2380;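 active = compounds whose signal lies at least 3.5 SD above the mean of all wells on their plate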;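 note: 0% = DMSO-treated cells in low-serum medium and 100% = 10% serum control; some compounds called inactive have numbers as strong as hits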
# A3A deaminase: blocks human APOBEC3A ssDNA deamination. P31941. 330,000 tested, 0.41% active. recombinant A3A, FAM/TAMRA ssDNA deamination fluorescence. inhibition, % at 20 µM;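 active = at least 40% inhibition at 20 µM here, with at most 30% in a related deaminase screen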;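 note: plate controls were A3A with DMSO for no effect and wells lacking A3A enzyme for full effect; some results filed as inactive read as strong as hits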
# Target sequence (P31941 whole entry, looked up): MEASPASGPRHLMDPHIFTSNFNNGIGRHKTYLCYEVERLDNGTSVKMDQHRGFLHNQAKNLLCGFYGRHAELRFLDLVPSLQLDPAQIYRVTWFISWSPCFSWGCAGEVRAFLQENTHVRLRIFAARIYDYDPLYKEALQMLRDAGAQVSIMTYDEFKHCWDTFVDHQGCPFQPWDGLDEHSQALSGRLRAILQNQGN
# MPTP block: blocks calcium-induced mitochondrial swelling; isolated mouse mitochondria, Ca2+ swelling absorbance, 30 min; AID 602449; inhibition, % at 10 µM; 360,000 tested, 1.4% active;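 active = inhibition of 50% or more, scaled per plate between neutral and stimulator controls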;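 note: 0% = DMSO wells given calcium and 100% = 1 mM EGTA wells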
# hIAP inh: blocks human intestinal alkaline phosphatase. 330,000 tested, 0.12% active. inhibition, % at 10 µM. AID 2544. purified IAP, CDP-Star luminescence, 30 min;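 active = inhibition reaching a set limit with compound at 10 µM in the primary screen, cut at about 35% in these data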;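 note: plate controls were DMSO wells with enzyme for no effect and no-enzyme buffer wells for full effect; values of inactives mirror those of a sister screen read the other way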
# Target sequence (P09923 whole entry, looked up): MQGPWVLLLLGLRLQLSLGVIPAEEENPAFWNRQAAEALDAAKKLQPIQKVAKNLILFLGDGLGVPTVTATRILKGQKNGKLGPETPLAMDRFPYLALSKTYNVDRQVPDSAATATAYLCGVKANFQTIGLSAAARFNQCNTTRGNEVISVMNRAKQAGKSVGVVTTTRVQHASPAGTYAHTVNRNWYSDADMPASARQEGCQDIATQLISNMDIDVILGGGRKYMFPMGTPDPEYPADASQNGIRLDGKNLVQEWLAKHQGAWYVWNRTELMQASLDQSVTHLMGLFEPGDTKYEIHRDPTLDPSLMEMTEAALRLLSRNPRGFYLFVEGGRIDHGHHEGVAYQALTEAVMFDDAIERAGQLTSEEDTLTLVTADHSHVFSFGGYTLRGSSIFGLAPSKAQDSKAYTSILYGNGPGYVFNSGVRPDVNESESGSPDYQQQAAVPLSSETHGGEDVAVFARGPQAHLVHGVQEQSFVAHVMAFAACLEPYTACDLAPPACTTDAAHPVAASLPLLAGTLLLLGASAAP
# GRIN3A LBD mod: NR3A (human) ligand-binding domain modulation | NR3A LBD differential scanning fluorimetry, Tm shift; 0% = protein alone, 100% = glycine-bound protein | Tm shift relative to glycine control, % at 25 µM | 340,000 tested, 2.5% active | AID 1259313;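 active = melting temperature shift of at least 10% of the positive control shift, at one fixed dose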
# hIAP activ: human IAP activation | purified human IAP, CDP-Star luminescence, 30 min; active compounds read high; 1 = vehicle-only enzyme, 0 = enzyme-free background | activation factor at 10 µM | 330,000 tested, 0.16% active;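 active = activation factor of the enzyme at least 2-fold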; note: the source names both 10 and 20 µM as test concentration; values of inactives mirror those of a sister screen read the other way
# Active calls of the source: *; · = no result given.
# The first 5 entries as a preview:
# Under each structure – MIN6 prolif | MPTP block | mIAP block | GRIN3A LBD mod | A3A deaminase | mIAP act | APOBEC3G inh | hIAP activ | hIAP inh
- CC(c1ccco1)N(C(=O)c1ccccc1NS(=O)(=O)c1ccc(Cl)cc1)c1ccccn1 (stereo unspecified)
    2 | 23 | 2 | -11 | -2 | 0.98 | -9 | 0.93 | 7
- C=CCOC(=O)C1=C[C@@H](c2coc3ccccc3c2=O)C[C@@H](OCc2ccc(CO)cc2)O1
    4 | -1.9 | 7 | 0 | -4 | 0.93 | -6 | 0.97 | 3
- C=CCOc1c(Br)cc(C2NC(=O)NC(C)=C2C(C)=O)cc1OCC (stereo unspecified)
    -3 | -1.5 | 6 | -1 | 0 | 0.94 | -4 | 0.95 | 5
- O=C(c1ccncc1)N1CCN(C(=O)c2ccncc2)CC1
    -1 | -1.5 | 3 | -1 | -2 | 0.97 | -5 | 0.91 | 9
- COCCN(C(=O)CCc1nnc(Cc2c[nH]c3ccccc23)o1)C(C)C
    -3 | -1.2 | 0 | 1 | 0 | 1 | -3 | 0.8 | 20

# All compounds of this part, repeating the preview:
# Under each structure – MIN6 prolif | MPTP block | mIAP block | GRIN3A LBD mod | A3A deaminase | mIAP act | APOBEC3G inh | hIAP activ | hIAP inh
- CC(c1ccco1)N(C(=O)c1ccccc1NS(=O)(=O)c1ccc(Cl)cc1)c1ccccn1 (stereo unspecified)
    2 | 23 | 2 | -11 | -2 | 0.98 | -9 | 0.93 | 7
- C=CCOC(=O)C1=C[C@@H](c2coc3ccccc3c2=O)C[C@@H](OCc2ccc(CO)cc2)O1
    4 | -1.9 | 7 | 0 | -4 | 0.93 | -6 | 0.97 | 3
- C=CCOc1c(Br)cc(C2NC(=O)NC(C)=C2C(C)=O)cc1OCC (stereo unspecified)
    -3 | -1.5 | 6 | -1 | 0 | 0.94 | -4 | 0.95 | 5
- O=C(c1ccncc1)N1CCN(C(=O)c2ccncc2)CC1
    -1 | -1.5 | 3 | -1 | -2 | 0.97 | -5 | 0.91 | 9
- COCCN(C(=O)CCc1nnc(Cc2c[nH]c3ccccc23)o1)C(C)C
    -3 | -1.2 | 0 | 1 | 0 | 1 | -3 | 0.8 | 20
- COc1cc(OC)c2c(c1)C(=O)OC2OC (stereo unspecified)
    -4 | 0.5 | 0 | -1 | -4 | 1 | -7 | 1 | 0
- COC(=O)NCC1(C)CC(NC(=O)OC)CC(C)(C)C1 (stereo unspecified)
    1 | 1.0 | -1 | 5 | -1 | 1 | -4 | 1 | -2
- Cn1cccc1C(=O)OCC(=O)Nc1ccc2c(c1)OCO2
    -5 | 5.0 | 0 | 3 | 1 | 1 | -8 | 0.94 | 6
- COCc1cc(=O)n2[nH]c(C(C)(C)C)cc2n1
    -2 | 1.6 | -6 | 1 | 1 | 1.1 | -6 | 1 | -4
- Cc1ccc(NCc2ccncc2)c(Br)c1
    2 | 2.2 | 2 | -2 | -2 | 0.98 | -6 | 1 | -2
- Cc1nnc(SCc2ccccc2C#N)n1-c1ccccc1
    0 | 0.0 | 3 | 0 | -2 | 0.97 | -3 | 0.97 | 3
- CCCCC(=O)Nc1ncc2c(n1)CC(C)(C)CC2=O
    -1 | -2.2 | 2 | 2 | 0 | 0.98 | 0 | 1.2 | -19
- COc1cc(OC)cc(C(=O)N2CCN(Cc3ccc4c(c3)OCO4)CC2)c1
    -3 | 0.5 | 8 | 7 | -2 | 0.92 | 4 | 0.95 | 5
- CCc1cc(=O)oc2cc(OCC(=O)N3CCC[C@H]3C(=O)O)ccc12
    -1 | -0.6 | 8 | 0 | -4 | 0.92 | -10 | 0.8 | 20
- Cc1cccc2nc(CSc3nc4ccc([N+](=O)[O-])cc4[nH]3)cn12
    1 | -26 | 2 | -16 | -5 | 0.98 | -7 | 1.6 | -56
- Cc1ccccc1N1C(=O)[C@@H]2Cc3ccccc3CN2C1=O
    2 | 5.1 | 10 | 0 | 2 | 0.9 | 2 | 1.1 | -7
- CC(OC(=O)CNC(=O)c1ccc2c(c1)OCO2)C(=O)NCCC1=CCCCC1 (stereo unspecified)
    -1 | -2.0 | 4 | 0 | -1 | 0.96 | -6 | 1 | -3
- COc1ccccc1CC1(C)NC(=O)N(CC(=O)N2CC(C)OC(C)C2)C1=O (stereo unspecified)
    0 | 2.2 | 18 | 6 | -4 | 0.82 | -7 | 1.1 | -14
- Cc1nc2cccc(C)n2c(=O)c1Cl
    2 | -1.7 | 4 | -3 | -12 | 0.96 | -6 | 1 | -4
- CC1CCC(NC(=O)COc2ccc(C(=O)c3ccccc3)cc2)CC1 (stereo unspecified)
    0 | 70* | 7 | 2 | -1 | 0.93 | -2 | 0.97 | 3
- CN(CC(=O)Nc1nc2ccccc2s1)S(=O)(=O)c1ccc(Cl)cc1
    -3 | 11 | -1 | -7 | -3 | 1 | -9 | 1 | 0
- CCCn1c(N)c(C(=O)CSc2nnc(-c3c[nH]c4ccccc34)n2C2CC2)c(=O)[nH]c1=O
    -2 | 0.1 | -56 | 0 | 0 | 1.6 | -7 | 1.3 | -30
- CCCC(/C=C/c1ccc(OC(C)=O)cc1)=C1/c2ccccc2C(=O)N1c1ccccc1
    -7 | 1.1 | 13 | -6 | -3 | 0.87 | -10 | 0.85 | 15
- COc1ccc(/C=C(/NC(=O)c2ccc(C)cc2)C(=O)NCC2CCCO2)cc1 (stereo unspecified)
    1 | -0.9 | -2 | 2 | 7 | 1 | -1 | 1.1 | -10
- Cc1ccc(-c2nn(CC(=O)N(C)C)c(=O)c3ccccc23)cc1S(=O)(=O)N(C)C
    -1 | 0.6 | 11 | -1 | -2 | 0.89 | -7 | 0.89 | 11
- O=C(NC1CCCCCCC1)c1cc(-c2ccccn2)nc2ccccc12
    -3 | 0.2 | 4 | 3 | -9 | 0.96 | -5 | 1.1 | -13
- COC(=O)Cc1[nH]nc2c1C1(CCSCC1)C(C#N)=C(N)O2
    -1 | -0.4 | 6 | -1 | 3 | 0.94 | -1 | 0.99 | 1
- CC(C(=O)NCC1CCCO1)n1cccc1C(=O)c1ccccc1 (stereo unspecified)
    -1 | -1.3 | -6 | 0 | 6 | 1.1 | -1 | 1.1 | -11
- CC(C)Cc1ccc(C(C)C(=O)N2CCOCC2)cc1 (stereo unspecified)
    -1 | -1.3 | 1 | 1 | 1 | 0.99 | -3 | 0.88 | 12
- COC(=O)c1ccc(NC(=O)CCS(=O)(=O)c2ccc(Br)cc2)cc1
    -2 | 3.7 | 3 | -1 | 7 | 0.97 | -1 | 1 | -1
- COc1ccc(S(=O)(=O)N2CC(C)N(S(=O)(=O)c3ccc(OC)cc3)CC2C)cc1 (stereo unspecified)
    1 | · | 7 | 0 | -18 | 0.93 | -7 | 1.1 | -13
- CC1CCCN(C(=O)/C(=C/c2ccco2)NC(=O)c2ccccc2)C1 (stereo unspecified)
    0 | -2.3 | 0 | 1 | -1 | 0.99 | -5 | 0.9 | 10
- CCO/C(C)=N/n1c2nc3ccccc3nc2c2c(=O)n(Cc3ccccc3Cl)c(C)nc21
    -2 | -3.8 | 1 | 4 | -1 | 0.99 | -1 | 0.99 | 1
- COc1cc(Cl)c(C)cc1NC(=O)CCCn1c(=O)oc2ccccc21
    0 | -2.7 | 7 | 0 | -4 | 0.93 | -10 | 1.2 | -23
- Cc1ccc(/C=C/S(=O)(=O)NCC(=O)OCC(=O)Nc2ccc(C(N)=O)cc2)cc1
    0 | -0.7 | 10 | 0 | 19 | 0.9 | -7 | 1 | -3
- Cc1nc(Cl)sc1C(=O)Nc1ccc(Cl)cc1
    3 | 7.9 | 4 | 5 | -1 | 0.96 | -6 | 0.82 | 18
- CCCCN1C(=O)/C(=C2/C=CC=CN2C)SC1=S
    -2 | 2.9 | 14 | 0 | -1 | 0.85 | -2 | 0.88 | 12
- CC(=O)Nc1ccc(S(=O)(=O)N(C)CC(=O)NC2=NCCS2)cc1
    -1 | -0.7 | 9 | 2 | -3 | 0.91 | -8 | 0.97 | 3
- COc1ccc(CNc2ccc3c(c2)ncn3-c2ccccc2OC)cc1
    -2 | -0.1 | 0 | 0 | -8 | 1 | -7 | 0.8 | 20
- Cc1cccc2nc(CNC(=O)C3CCC(=O)N(Cc4ccccc4F)C3)cn12 (stereo unspecified)
    -2 | 0.6 | 3 | -1 | -4 | 0.97 | -7 | 0.95 | 5
- CCOC(=O)C1CCCN(Cc2c(Cl)cccc2Cl)C1 (stereo unspecified)
    -1 | 0.2 | 2 | 6 | -6 | 0.98 | -4 | 1.3 | -35
- N#Cc1nc(-c2cccs2)oc1NCc1ccco1
    -1 | 0.3 | 4 | -3 | 2 | 0.96 | 3 | 0.69 | 31
- C/C=C/C(=O)Nc1ccc(N2CCN(c3ccc(C(F)(F)F)cn3)CC2)nc1
    -3 | 0.7 | 6 | 4 | 3 | 0.94 | 1 | 0.83 | 17
- COC(=O)c1ccccc1NC(=O)COC(=O)c1cccnc1
    2 | 1.1 | 6 | -1 | 4 | 0.94 | 2 | 0.83 | 17
- C=CCN(CC=C)CC(O)Cn1c2ccccc2c2ccccc21 (stereo unspecified)
    -2 | 1.6 | -4 | -1 | 1 | 1 | -5 | 0.99 | 1
- CCOc1ccc(C(CC(=O)O)NC(=O)C(Sc2ccccc2)c2ccccc2)cc1 (stereo unspecified)
    -1 | -1.3 | 4 | 0 | -2 | 0.96 | -6 | 1.1 | -8
- O=C(NCc1ccc(Cl)cc1)c1noc2c1CCCCC2
    -3 | -2.6 | -6 | -2 | 1 | 1.1 | -3 | 0.95 | 5
- COC(=O)N1C(=O)[C@](Cc2ccccc2)(c2ccccc2)N1C(=O)OC
    0 | 0.9 | -4 | 13* | -2 | 1 | -9 | 0.96 | 4
